Screening data deposited in PubChem BioAssay by several laboratories.
NS3 helicase inh = inhibitors of HCV NS3 helicase, primary screen, biochemical, Cy5 molecular beacon fluorescence; NS3 helicase DNA unwinding; 290,000 compounds, 0.56% hits; inhibition, % at 10.9 µM; AID 1800, 2009; Hepatitis C virus NS3 helicase;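 active = inhibition above the mean of all tested compounds plus 3 SD, set per campaign, cut at about 35% in these data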;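 also: 0% = DMSO wells and 100% = thioflavine S control wells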
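Material: hepatitis C virus NS3 helicase domain fragment enzyme; measured by: Cy5 fluorescence, 0 and 60 min reads; control set: DMSO and thioflavine S; incubation: 60 min unwinding reaction at 25 °C after ATP addition; read-out basis: % inhibition from 60/0 min fluorescence ratio, DMSO 0%, thioflavine S 100%; repeats: singlicate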
MEKK2mut PB1 HTS = MEK5 binding signal on mutant MEKK2 PB1, primary screen, biochemical, multiplex bead flow cytometry, Alexa488-MEK5. 290,000 compounds, 0.35% hits. Alexa488-MEK5 binding to MEKK2 mutant. percent response, % at 10 µM; in the data active = percent response above about 24%, passing the limit was not always enough; also: inactives centre near 1; some results filed as inactive read as strong as hits
DNA FID counter = compounds displacing fluorescent DNA intercalator, primary screen, artefact control for HCV NS3 helicase inhibitor project, biochemical, FID fluorescence; DNA fluorescent intercalator displacement; inhibition, % at 7.9 µM; 290,000 compounds, 0.17% hits; AID 1845, 2009; in the data active = inhibition above about 37%;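 also: 0% = vehicle and 100% = reference compound; higher means more ethidium bromide displaced from hairpin DNA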
CRFBP-R2 agonist = agonists of CRF-BP/CRF-R2 complex, primary screen, cell-based, HEK293, calcium dye fluorescence, uHTS; CRF-binding protein / CRF receptor 2 complex (human); calcium dye fluorescence (FLIPR); percent of saturating CRF peptide response; activation, % at 13.2 µM; 350,000 compounds, 0.46% hits; AID 588473, 2011;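 active = activation of at least 50%, plus an integration ratio under a set limit after plate pattern correction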;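 also: plate controls were neutral control wells without compound for no effect and CRF at EC100 for full effect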
MEKK3 PB1 HTS = modulators of MEKK3-MEK5 PB1 binding, primary screen, biochemical, wildtype MEKK3, multiplex bead flow cytometry, Alexa488-MEK5 | Mitogen-activated protein kinase kinase kinase 3 (Homo sapiens), Q99759 | bead-based flow cytometry, Alexa488-MEK5 binding to MEKK3; actives lie on both sides; 0 = blocked by unlabeled MEK5, 100 = vehicle | binding response (% of control), % at 10 µM | 290,000 compounds, 1.4% hits | AID 1529, 2009;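 active = binding response more than 3 SD above or below the average of its plate-row segment, actives on both sides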;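 also: Alexa488 bead fluorescence after subtracting the streptavidin-only scavenger bead signal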
Target sequence (Q99759 whole entry, looked up): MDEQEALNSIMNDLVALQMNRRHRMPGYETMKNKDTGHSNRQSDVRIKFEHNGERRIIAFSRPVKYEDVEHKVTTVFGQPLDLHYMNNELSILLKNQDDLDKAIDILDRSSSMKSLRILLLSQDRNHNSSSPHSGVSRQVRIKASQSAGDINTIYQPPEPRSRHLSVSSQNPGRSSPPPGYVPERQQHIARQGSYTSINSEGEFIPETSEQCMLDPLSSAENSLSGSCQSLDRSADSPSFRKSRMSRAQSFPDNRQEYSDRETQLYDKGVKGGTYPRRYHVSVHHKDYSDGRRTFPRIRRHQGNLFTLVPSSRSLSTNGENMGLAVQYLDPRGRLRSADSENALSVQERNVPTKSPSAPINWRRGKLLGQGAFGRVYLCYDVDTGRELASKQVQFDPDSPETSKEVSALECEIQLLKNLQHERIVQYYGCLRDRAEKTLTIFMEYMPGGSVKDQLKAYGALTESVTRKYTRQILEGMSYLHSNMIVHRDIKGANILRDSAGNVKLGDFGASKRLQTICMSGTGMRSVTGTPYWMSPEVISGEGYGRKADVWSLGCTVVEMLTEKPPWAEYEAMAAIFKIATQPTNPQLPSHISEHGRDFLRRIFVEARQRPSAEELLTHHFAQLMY
GalR3 antagonist = GalR3 antagonists in HEK293 cells, primary screen, cell-based, fluorescence readout; inhibition, % at 3 µM; HEK293 GalR3-CNG cAMP membrane potential fluorescence; galR3 body fused to GalR1 C-terminus; Galanin receptor type 3 (Homo sapiens), O60755; 360,000 compounds, 0.44% hits;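 active = inhibition above the screen-wide average plus 3 SD, cut at about 13% in these data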;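 also: forskolin and galanin both at EC90 stimulate the cells; cAMP rise reported by CNG channel membrane potential dye signal; 0% = forskolin plus galanin with DMSO and 100% = forskolin alone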
Target sequence (O60755 1-299 limits assumed): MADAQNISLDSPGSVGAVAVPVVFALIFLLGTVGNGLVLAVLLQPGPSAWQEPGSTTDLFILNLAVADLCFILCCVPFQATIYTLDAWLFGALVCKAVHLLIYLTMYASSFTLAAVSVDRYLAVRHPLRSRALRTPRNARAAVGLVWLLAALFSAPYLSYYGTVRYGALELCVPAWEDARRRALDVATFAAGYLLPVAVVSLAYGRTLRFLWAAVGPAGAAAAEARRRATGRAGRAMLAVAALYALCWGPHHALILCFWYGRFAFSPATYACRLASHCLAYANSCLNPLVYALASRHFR
CRFR2-BP antag = antagonists of CRF-BP/CRF-R2 complex, primary screen, cell-based, HEK293, calcium dye fluorescence, uHTS; CRF-induced calcium fluorescence; inhibition, % at 11.8 µM; 350,000 compounds, 0.59% hits; AID 588475, 2011;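 active = inhibition of the ligand-induced calcium signal above about 50% at the single tested concentration, limit read from the data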
MEKK2wt PB1 HTS = modulators of MEK5 binding to wildtype MEKK2, primary screen, biochemical, multiplex bead flow cytometry, Alexa488-MEK5; Mitogen-activated protein kinase kinase kinase 2 (Homo sapiens), Q9Y2U5; AID 1531, 2009; 290,000 compounds, 1.1% hits; binding response (% of control), % at 10 µM; Alexa488-MEK5 binding to MEKK2 WT; actives lie on both sides; in the data active = binding response below about 67% or above about 130%
SUMO HTRF inh = inhibitors of in vitro SUMOylation cascade, primary screen, biochemical, HTRF, uHTS; SUMO-conjugating enzyme UBC9 (Homo sapiens), P63279; 290,000 compounds, 0.36% hits; inhibition, % at 35 µM; HTRF SUMOylation assay, SAE1/SAE2 + UBC9; in the data active = inhibition above about 50%, passing the limit was not always enough; also: strong numbers were not always called active
Target sequence (P63279 whole entry, looked up): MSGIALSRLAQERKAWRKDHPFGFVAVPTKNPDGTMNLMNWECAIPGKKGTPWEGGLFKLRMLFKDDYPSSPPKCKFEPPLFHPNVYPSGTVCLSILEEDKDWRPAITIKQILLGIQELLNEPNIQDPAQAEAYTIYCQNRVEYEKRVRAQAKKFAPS
* = called active by the depositor; · = no result given. This is a subset; count on the stated rates, not on these rows.

SMILES	NS3 helicase inh	MEKK2mut PB1 HTS	DNA FID counter	CRFBP-R2 agonist	MEKK3 PB1 HTS	GalR3 antagonist	CRFR2-BP antag	MEKK2wt PB1 HTS	SUMO HTRF inh
CC1=C(C(=O)OCc2ccccc2)C(c2ccc(-c3ccccc3)cc2)NC(=O)N1CCCCCC(=O)O (centres undefined)	-12	-3	-44	-0.5	92	0	15	91	43
NC(=O)c1ccsc1NC(=O)c1nc(-c2ccccc2)n(-c2ccccc2)n1	-2	-3	-14	-2.1	101	-5	-30	95	9
O=C(OC(C(=O)NCc1cccs1)c1ccc(F)cc1)c1ccco1 (centres undefined)	5	3	-2	-2.8	114	-8	3	100	7
CCOc1ccc(/C=N/n2nnnc2N)cc1O	2	7	-1	0.7	106	-4	-5	97	9
Cc1nc(Nc2ccc(C(=O)O)cc2)sc1-c1ccccc1	3	-6	-7	-0.1	100	-1	-11	100	6
COCCn1c(C)cc(C(=O)CSc2ccc3ccccc3n2)c1C	1	-3	-13	0.9	98	-1	33	95	14
CNc1c(NS(=O)(=O)c2cc(NC(C)=O)ccc2C)c(=O)oc2ccccc12	11	-2	-3	-0.5	100	-5	-4	101	3
Cc1ccc(NC(=O)CSc2n[nH]c(-c3ccco3)n2)cc1	1	1	-7	-1.3	100	6	-2	99	7
COc1ccc(/C=N\NC(=O)C2C(=O)NCC2c2ccccc2)cc1O (centres undefined)	6	2	-8	3.8	102	-2	-13	102	16
Cc1cccc(NC(=O)Nc2ccc(C)c(C)c2)n1	-2	4	-7	-0.4	105	-2	-5	104	20
CC(=O)NCCc1nc2cc(NC(=O)c3cccs3)ccc2n1C	-12	9	-3	-1.3	103	-3	0	109	12
COc1ccc(NC(C)c2cc(Cl)ccc2O)cc1 (centres undefined)	2	2	7	0.4	95	-6	28	102	-2
Cc1cc(=O)oc2c1c(C)nn2-c1ccc(Br)cc1	12	-10	2	-1.3	103	-5	-25	99	-2
COc1ccc(N2C(=O)c3ccccc3C(C)(C)C2=O)cc1	1	9	-15	0.8	105	-8	6	104	4
O=C(c1nc2ccc(Cl)cn2c1CNCC[C@@H]1C[C@@H]2C=C[C@H]1C2)N1CCCCCCC1	-28	4	6	0.7	110	-7	-57	124	2
COc1cc(OC)c(C2N(c3ccc(Cl)c(Cl)c3)C(=O)C3CCCN32)cc1OC (centres undefined)	0	1	1	0.5	99	1	-3	101	27
COCc1cc(C)nc(SCC[N+](C)(C)CC(=O)Nc2cccc(C(F)(F)F)c2)c1C#N	-58	1	32	-0.3	108	-9	33	113	-4
CS(=O)(=O)NN1C(=O)c2ccccc2NC1c1ccccc1 (centres undefined)	7	9	-3	-5.7	101	-2	2	105	15
CCN(CC(=O)Nc1c(F)cccc1F)C(=O)CSc1nc(C)cc(C)n1	6	6	-9	7.8	99	-1	-21	100	11
CC(=O)Oc1ccc2ccccc2c1C(NC(=O)Cc1ccccc1)c1ccc(Cl)cc1 (centres undefined)	-13	-8	-26	3.3	95	-3	18	92	-23
COc1ccc(NC(=S)N(CCCN2CCOCC2)Cc2cn(C)c3ccccc23)cc1	-22	1	5	1.0	104	-5	10	105	1
Cc1ccc(NC(=O)/C(C#N)=C/c2cn(CC(=O)NCc3ccco3)c3ccccc23)cc1C	8	-14	4	7.0	63	-1	0	55	62*
O=C1NC(=O)C(Cc2ccccc2)(c2cccnc2)N1 (centres undefined)	-4	-6	-1	-2.3	101	-9	7	98	-1
COc1cccc(CN=C2Nc3ccccc3CS2)c1	-8	0	-10	-0.5	105	-4	12	102	-2
CCOc1ccc(NC(=O)CN(C)C(=O)CCCOc2ccc(Cl)c(C)c2)cc1OCC	-29	3	-44	-1.9	102	5	4	103	-5
CN(C)c1ccc(NC(=O)CSc2nc3ccccc3c(=O)n2C2CCCCC2)cc1	1	-3	-1	0.5	101	-6	-12	97	18
O=C(N/N=C/c1ccco1)c1ccccn1	2	2	2	-0.6	103	3	-2	99	6
Cc1ccc(CCNC(=O)c2nnn(-c3cc(C)cc(C)c3)c2N)cc1	-3	6	-10	-0.4	116	0	-2	113	-2
C=C(C)Cn1c(=O)c2c(nc3n2CCCN3Cc2ccccc2)n(C)c1=O	-8	7	-37	-0.2	102	2	-7	107	6
COc1ccc(C(=O)Nc2cccc(C(C)=O)c2)cc1OC	-1	5	-9	-1.3	102	-2	-4	105	15
CCC1Sc2ccc(S(=O)(=O)CCC(=O)NCc3cccs3)cc2NC1=O (centres undefined)	5	4	-32	0.3	99	-7	-13	100	·
CC(=O)Nc1ccc2[nH]c3ccccc3c2c1	4	7	1	-0.5	106	-9	20	103	14
COc1ccc(-n2cccc2/C=C2\C(=N)N3N=C(c4ccco4)SC3=NC2=O)cc1	42*	-3	-22	-1.2	88	1	52*	89	88*
CCOC(=O)C1(Cc2ccccc2C)CCCN(S(=O)(=O)c2cccnc2)C1 (centres undefined)	3	-1	-31	-0.3	103	-10	7	95	18
COC(=O)c1ccccc1Nc1cc(C)nc2nc(C)nn12	2	-1	-11	-1.3	106	3	-4	106	4
Cc1nc2cc(NC(=O)Nc3ccc(Br)cc3)ccc2o1	-13	0	3	-0.3	102	-5	-18	99	-2
CCc1cccc(NC(=O)Nc2cccs2)c1	21	-2	-1	-0.3	99	-5	18	96	-11
COc1ccc(CCNC(=O)c2ccc(CS(=O)(=O)c3ccc(C)cc3)o2)cc1OC	3	1	-32	-1.5	109	-4	6	111	18
N#Cc1ccc(OCC(=O)OCC(=O)NCCC2=CCCCC2)cc1	-5	-7	3	1.2	97	6	17	100	-6
COc1cccc(-c2nnc(N(C)C(=O)c3ccno3)s2)c1	14	4	1	·	103	3	·	106	0

Part of the list above in order of count of non-hydrogen atoms, lowest first.
SMILES	NS3 helicase inh	MEKK2mut PB1 HTS	DNA FID counter	CRFBP-R2 agonist	MEKK3 PB1 HTS	GalR3 antagonist	CRFR2-BP antag	MEKK2wt PB1 HTS	SUMO HTRF inh
CCOC(=O)C1(Cc2ccccc2C)CCCN(S(=O)(=O)c2cccnc2)C1 (centres undefined)	3	-1	-31	-0.3	103	-10	7	95	18
COc1ccc(-n2cccc2/C=C2\C(=N)N3N=C(c4ccco4)SC3=NC2=O)cc1	42*	-3	-22	-1.2	88	1	52*	89	88*
CN(C)c1ccc(NC(=O)CSc2nc3ccccc3c(=O)n2C2CCCCC2)cc1	1	-3	-1	0.5	101	-6	-12	97	18

Additional entries.
SMILES	NS3 helicase inh	MEKK2mut PB1 HTS	DNA FID counter	CRFBP-R2 agonist	MEKK3 PB1 HTS	GalR3 antagonist	CRFR2-BP antag	MEKK2wt PB1 HTS	SUMO HTRF inh
COc1ccc(OCc2cc(C(=O)NC(C)Cn3cncn3)no2)c(Cl)c1 (centres undefined)	36	-5	-15	-2.1	97	-1	9	96	10
CCC(=O)N1CCc2cc(S(=O)(=O)N3CCc4ccccc4C3)ccc21	3	4	4	-0.8	107	-5	-17	96	-12
CC(=O)Nc1ccc2nc(NC(=O)c3ccc([N+](=O)[O-])o3)sc2c1	23	-1	6	-2.2	99	0	16	98	3
N/C(=N\OC(=O)COc1ccc([N+](=O)[O-])cc1)c1ccncc1	8	-4	3	-0.9	96	3	-6	96	0
O=C(O)c1ccc2cccc(O)c2n1	-8	-4	-3	0.9	96	-1	11	98	-24
Cc1onc(-c2ccccc2)c1C(=O)Nc1cccc(C#N)c1	3	4	6	-0.2	112	1	-11	109	0
Cc1nc(-c2ccc(NS(=O)(=O)c3ccccc3)cc2)cs1	-11	·	-9	-0.6	·	-7	7	·	-8
O=C(COC(=O)CCc1ccccc1)NC12CC3CC(CC(C3)C1)C2	-5	-3	-33	2.9	103	2	-4	101	-3
Cc1ccc(S(=O)(=O)c2nc(-c3ccccc3Br)oc2N(C)C)cc1	2	1	-24	-3.4	101	-1	5	99	7
CC(C(=O)NC1=NCCS1)N1C(=O)C2CC=CCC2C1=O (centres undefined)	0	·	3	1.1	·	-4	10	·	-8
O=C(/C=C/c1ccc(F)cc1)NC(=S)NNC(=O)[C@H]1C[C@@H]1c1ccccc1	16	-2	-33	15	100	2	-11	99	-84
Oc1ccc(/C=N/Nc2nc(-c3ccc(Cl)cc3)cc(C(F)(F)F)n2)cc1	-3	4	-11	-1.1	99	-3	-20	89	-23
CC(C)(CO)NCc1cccc(OCc2ccc(Cl)cc2)c1	-42	7	23	-2.0	110	-7	-21	110	-11
CC(C)NS(=O)(=O)c1ccc(CCC(=O)O)cc1	1	0	1	-0.5	94	-3	6	96	-9
COc1ccc(N2CCN(C(=O)c3cc(C)on3)CC2)cc1	11	7	-19	-0.4	102	-4	1	102	-7
N#Cc1c(-c2ccccc2)ccn(Cc2cccc(Cl)c2)c1=O	-6	0	-15	-0.7	100	-4	13	98	-6
O=C(Cc1cc(=O)[nH][nH]1)N/N=C/c1c(F)cccc1Cl	10	-5	-15	-0.3	103	-6	7	98	30
COC(=O)C1(C)NC(c2ccccc2C)C2C(=O)N(c3ccc(F)cc3)C(=O)C21 (centres undefined)	0	3	-4	-1.3	106	1	2	107	-2
Cc1ccc(S(=O)(=O)NC(=O)Nc2cc(C)on2)cc1	2	1	0	-4.8	100	-7	-12	104	16
COc1ccc(C2=NN(C(=O)c3ccccc3)C(c3ccc(OC)c(OC)c3)C2)c(OC(C)=O)c1 (centres undefined)	-25	0	-54	·	88	-10	·	95	3
CCN1CCN(CC(O)COC(c2ccccc2)c2ccccc2C)CC1 (centres undefined)	-12	11	9	-1.5	103	-9	19	110	27
Cc1ccc(-c2nc3c(c(=O)[nH]c(=O)n3Cc3ccccc3)n2C)s1	9	-1	-1	·	103	·	·	93	25
CC(C)[C@H](N)C(=O)NC[C@H]1CC[C@H](C(=O)N[C@@H](Cc2ccccc2)C(=O)O)CC1	12	7	-13	0.1	104	-11	-1	107	-15
C/C=C(\C)C(=O)Nc1cccc(C2=NOC3(C2)C[C@H](C(N)=O)N(C(=O)c2cc([N+](=O)[O-])cc([N+](=O)[O-])c2)C3)c1 (some centres undefined)	·	4	·	-0.3	97	2	10	95	11
COc1cccc(/C=N\NC(C)=O)c1OC/C=C/c1ccccc1	0	1	-42	-3.0	105	0	21	97	10
CCC(O)C1CCN(C(=O)c2ccc(OC3CCN(Cc4ccccn4)CC3)cc2)CC1 (centres undefined)	14	4	-13	-1.3	100	0	8	105	11
CSc1nnc(CNC(=O)c2ccccc2)n1-c1ccc(F)cc1	-4	9	-5	-0.5	111	3	4	108	0
Cn1c(-c2ccccc2)c(C=O)c2ccccc21	1	-11	9	2.1	91	-11	-2	100	45
C=CCN1C(=O)C(C)S/C1=N\S(=O)(=O)c1ccc(Cl)cc1 (centres undefined)	11	-1	-11	-1.1	102	1	-11	100	0
